Screening results from PubChem.
Lipid droplet: hepatic lipid droplet formation modulation; AML12 mouse hepatocytes, oleate lipid droplets, BODIPY imaging; inhibition, % at 6.5 µM; hit rate 0.4% among 240,000;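 active = lipid droplet intensity inhibited by at least 50%, with more than 500 cells counted; inconclusive = wells with under 300 cells, treated as cytotoxic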
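material = mouse AML12 hepatocyte cell line, fixed after treatment | also added = 100 µM oleic acid challenge | doses = compound at 6.5 µM only | schedule = overnight exposure | technique = Image-based BODIPY and DAPI two-channel analysis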
TNAP activators: stimulation of alkaline phosphatase TNAP activity – biochemical, luminescent, no phosphate acceptor, uHTS, primary screen (AID 1001); purified TNAP, luminescent activation assay, no phosphate acceptor; higher activation fold means a stronger effect; activation fold at 20 µM, or EC50 in µM where a hit was titrated; hit rate 0.03% among 200,000; in the data active = activation fold from about 3, or a potency from the dose series; inactive = the rest, 99 in 100 with activation fold below about 1.6; note: many of its hits are not listed in these tables
Myeloid diff 2: promotes myeloid progenitor differentiation | ER-HoxA9 myeloid progenitors, lysozyme-GFP differentiation, flow cytometry | calls only at 10 µM | hit rate 1% among 360,000;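 active = normalized GFP-positive differentiation at or above the plate's own cutoff, the solvent-only control mean plus 3 SD; inconclusive = no clear call, values can overlap the other calls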;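 note: cells exposed to compound for four days before flow analysis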
T cell modulator: T cell immune modulators affecting CD8 T cell-vesicle binding. calls only at 7 µM. 2C CD8+ T cell-vesicle binding, flow cytometry; active compounds read low. hit rate 0.068% among 330,000. AID 2052;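 active = response, share of CD8 T cells binding vesicles, and their 90th percentile fluorescence all below set limits, cut at about 80% in these data, passing the limit was not always enough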
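Incubation: binding step 1.5 h, 37 °C, antibody labelling 20 min, ice; system: murine 2C transgenic CD8+ T lymphocytes; technique: cytometric PE anti-B7-1 and Alexa647 anti-CD8 signals after 1% paraformaldehyde fixation; also added: QL9-charged Drosophila Ld/ICAM-1/B7-1 vesicles; control set: naked versus QL9-loaded vesicles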
Dynein cargo inh: blocks dynein driven cargo transport along microtubules; 3617.4 mouse cells, GR-EGFP nuclear translocation imaging; test concentration mostly 20 µM; stimulated with dexamethasone, 1 µM; active compounds read low; z-score, hits read low; hit rate 0.47% among 220,000; AID 1381;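 active = plate z-score of nuclear minus cytoplasmic receptor signal below a set negative limit, without overly bright fluorescence or cell loss, cut at about -3.5 in these data, passing the limit was not always enough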;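 note: z-score of nuclear minus cytoplasmic ring GR-EGFP intensity difference per well; some compounds called inactive have numbers as strong as hits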
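medium = tetracycline-free induction medium containing charcoal-stripped FBS | also added = 1.0 µM final dexamethasone stimulus | schedule = 48 h induction, 1 h compound, 30 min dex at 37 °C | technique = fixed, Hoechst-stained cells imaged at 10x for EGFP | measure = GR-EGFP nuclear translocation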
PMI inhibitors: inhibitors of human PMI, primary screen, biochemical, fluorescence intensity, coupled assay (AID 1209). purified PMI enzyme, coupled fluorescence intensity; higher % means a stronger effect. inhibition, % at 20 µM; hits with a dose series show IC50 in µM. hit rate 0.42% among 190,000; in the data active = inhibition above about 50%;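 note: plate controls were DMSO vehicle for no effect and wells lacking substrate for full effect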
MT stabilizer: microtubule stabilizers in HeLa cells. HeLa tubulin immunostaining HCS, 24 h; share of cells brighter than vehicle mean+2SD. % tubulin-high responders, % at 10 µM. hit rate 0.83% among 200,000. AID 2205;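 active = plate Z-score above 3 for both tubulin-high and condensed-nucleus cell shares, with cell loss under 80%, at 10 µM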;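 note: anti alpha tubulin signal scored within the nucleus-defined area of each cell; some results filed as inactive read as strong as hits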
bCat nuc transl: modulators of beta-catenin nuclear translocation; nuclear translocation activity, % at 5 µM; HeLa beta-catenin nuclear translocation, immunofluorescence imaging; hit rate 0.3% among 190,000;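 active = nuclear translocation activity above 50% at 5 µM, with a well cell count of 50 or more; inconclusive = wells under 50 cells across six images, flagged as toxic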;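 note: per-cell ratio of nuclear to cytoplasmic median beta-catenin stain intensity; plate controls were DMSO negative control for no effect and GSK-3 inhibitor IX positive control for full effect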
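test system = HeLa cells, endogenous beta-catenin | dosing = single 5 µM dose plus 0.02–20 µM confirmation series | times = compound treatment 24 h, 37°C, 5% CO2 | technique = beta-catenin immunofluorescence imaging with DAPI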
Insulin prom up: MIN6 insulin promoter up-regulation; MIN6 insulin promoter-GFP reporter, high-content imaging; active compounds read high; z-score at 5 µM; hit rate 0.3% among 190,000;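 active = z-score above 3 at 5 µM with at least 500 cells counted in the well; inconclusive = wells under 500 cells, flagged as cytotoxic or low count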
Dynein cargo inh cytoplasmic EGFP: also measured in Dynein cargo inh; calls as there; z-score; measured here: cytoplasmic GR-EGFP intensity; active compounds read high
Dynein cargo inh nuclear GR-EGFP: also measured in Dynein cargo inh; calls as there; z-score; measured here: nuclear GR-EGFP intensity;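 lower value marks the stronger effect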
Dynein cargo inh cell count: recorded beside Dynein cargo inh, whose call it bears; z-score; measured here: cell count per field
Insulin prom up cell count: further read-out of Insulin prom up, marked with its call; cell count; measured here: cytotoxicity, nuclei count;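 total cells summed across four imaged fields per well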
Lipid droplet cells 6.5 µM: recorded beside Lipid droplet, whose call it bears; cell count; measured here: cell count, cytotoxicity flag;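 cells counted across two imaged fields per well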
bCat nuc transl cell count 5 µM: also measured in bCat nuc transl; calls as there; cell count; measured here: cell count, cytotoxicity flag
T cell modulator vesicle-bound %: also measured in T cell modulator; calls as there; double positive events, %; measured here: CD8+ vesicle-bound cell fraction;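 binding gate set so that unloaded-vesicle control wells show 10% double positive cells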
MT stabilizer Hoechst-high %: recorded beside MT stabilizer, whose call it bears; % Hoechst-high responders; measured here: nuclear condensation Hoechst responders;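 share of cells brighter than vehicle mean plus two SD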
MT stabilizer cytotoxicity %: second read-out of MT stabilizer, no call of its own (marks repeat the call); toxicity, %; measured here: cytotoxicity by cell density;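 0% = mean cell density of plate MIN control wells and 100% = no cells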
Myeloid diff 2 GFP+ MAC1+ %: recorded beside Myeloid diff 2, whose call it bears; GFP+ MAC1+ double positive, %; measured here: differentiation confirmed by MAC1 staining
* marks the source's active call; other numbers are inactive results; i = inactive; ? = inconclusive; · = not tested or not shown; + = active, no number. Rows were taken by chance, and some 3% of all compounds hit somewhere here.

molecule	Lipid droplet	Lipid droplet cells 6.5 µM	TNAP activators	Myeloid diff 2	Myeloid diff 2 GFP+ MAC1+ %	T cell modulator	T cell modulator vesicle-bound %	Dynein cargo inh	Dynein cargo inh cytoplasmic EGFP	Dynein cargo inh nuclear GR-EGFP	Dynein cargo inh cell count	PMI inhibitors	MT stabilizer	MT stabilizer Hoechst-high %	MT stabilizer cytotoxicity %	bCat nuc transl	bCat nuc transl cell count 5 µM	Insulin prom up	Insulin prom up cell count
CSCCC1NC(=O)N(CC(=O)Nc2ccc(-c3ccccc3)cc2)C1=O (stereo not drawn)	26	670	·	i	0.2	i	22	-1.2	-0.21	-0.41	0.49	·	·	·	·	-2.2	1090	-0.19	1357
COc1ccc(OCc2nn3c(-c4ccco4)nnc3s2)cc1	·	·	1.1	i	0.4	i	56	-0.96	-0.17	-0.13	0.95	2%	·	·	·	1.0	1177	0.03	1041
Cc1onc(-c2ccccc2)c1C(=O)N/N=C/c1cn(C)c2ccccc12	-8	714	1	i	0.4	i	49	0.18	0.22	0.3	0.063	10%	2.4	1.3	9.5	-3.2	1119	-0.08	1292
Cc1ccc(S(=O)(=O)N2CCC(=O)N(CCOCc3cccc(C(F)(F)F)c3)CC2)cc1	-6	735	1	i	1.4	·	·	-1.9	-0.15	-0.2	0.73	1%	1.9	2.4	8.2	·	·	-0.15	1246
CCOC(=O)c1[nH]c2ccc(OC)cc2c1NC(=O)CN1CCN(c2ccccn2)CC1	-21	762	1.1	·	·	i	53	-0.23	-0.16	0.2	0.42	0%	5.8	2.2	11	-3.7	514	·	·
O=C(NCc1ccco1)C1(c2ccccc2)CCCC1	1	754	1.1	i	4.7	i	12	-0.49	0.2	0.094	0.48	-2%	2.3	1.1	1.9	-6.7	1247	-0.53	1164
c1cncc(-c2noc(C34CC5CC(CC(C5)C3)C4)n2)c1	-30	599	1	i	0.3	i	56	0.11	-0.23	0.081	-0.84	2%	1.9	2.1	5.7	·	·	-0.08	1346
COc1ccc(N/C(=C(/C(Cl)=C(Cl)Cl)[N+](=O)[O-])n2nnc3ccccc32)cc1OC	·	·	1.1	·	·	i	14	0.58	-0.16	0.25	-0.56	22%	0.1	1.5	13	·	·	1.3	760
COc1cnc(SCc2c(Cl)cccc2Cl)nc1Cl	·	·	1.1	i	1.1	i	12	0.8	-0.16	-0.23	-0.61	12%	1.0	2.0	4.3	·	·	·	·
Nc1[nH]ncc1-c1ccc(F)cc1	-3	723	1.1	i	0.1	i	56	3.3	0.18	2.5	-2.7	-5%	2.7	1.5	2.8	0.0	1139	1.2	1250
CSC(=NCc1ccco1)NC#N	20	831	·	i	0.6	i	25	-0.63	-0.25	0.077	1.2	·	·	·	·	-0.3	1246	-0.12	1122
CCOc1cc(-c2nc(C)c(C(C)=O)n2O)ccc1OCC(=O)Nc1cccc(C)c1	6	696	1.1	i	0.7	i	48	-0.34	-0.19	-0.16	0.52	-13%	1.8	1.3	8.8	-3.1	1004	-0.46	1084
Brc1ccc(-c2csc(NC3=NCCCCC3)n2)cc1	-2	542	1.1	i	1.4	i	45	-0.25	-0.2	-0.19	1	4%	2.6	3.8	16	0.6	1123	-0.32	1402
CCCCC(=O)Nc1ccc(NC(=O)c2cccs2)cn1	·	·	·	i	0.4	i	42	-1.2	-0.26	-0.79	1.1	·	2.6	2.1	7.5	·	·	·	·
Cc1ccc(C(=O)C(C)N(C(=O)c2ccc(Cl)cc2Cl)N2C(=O)CCCC2=O)cc1 (stereo not drawn)	-1	666	1	i	1.0	i	50	1.1	-0.36	0.79	-0.0093	5%	3.8	2.9	10	1.3	1480	0.36	1426
Cc1ccccc1NS(=O)(=O)c1cc(C(=O)NCCC2=CCCCC2)ccc1C	·	·	1.1	i	2.0	i	20	-0.48	-0.19	-0.45	-0.41	10%	3.5	1.6	4.5	1.0	1434	0.06	1554
Cc1cccc(NC(=O)CN2CCCN(S(=O)(=O)c3ccc(Br)s3)CC2)c1	·	·	1.1	i	0.7	i	31	0.19	-0.14	0.1	-0.97	16%	1.3	1.3	4.2	1.0	1453	-0.27	1279
COc1cccc(NC(=O)COc2ccc(N3CC(C(=O)NCC(C)C)CC3=O)cc2)c1 (stereo not drawn)	22	703	1.1	i	0.6	i	40	-1	-0.23	-0.58	0.57	6%	3.7	2.1	7.4	·	·	-0.35	1235
Cc1ccc(C(=O)Nc2ccccc2C(=O)N2CC3(C)CC2CC(C)(C)C3)cc1 (stereo not drawn)	-1	759	1	i	1.7	i	22	2.4	-0.16	1.8	-1.2	8%	2.1	1.7	7.6	·	·	0.13	979
COc1ccc(-c2cc(C(=O)N3CCN(c4ccccn4)CC3)c3ccccc3n2)cc1	·	·	1.1	+	16*	i	7	-0.44	-0.19	-0.15	-0.35	28%	29*	11*	48*	-0.5	1431	-0.86	979
COc1ccc(CN2CCN(C(=O)c3ccc4nc(N5CCOCC5)sc4c3)CC2)c(OC)c1OC	-12	673	1.1	i	0.2	i	2	1.1	-0.26	0.96	-1.2	2%	5.0	1.4	3.2	1.0	1071	-1.2	1206
O=C(c1ccc(Cl)c(S(=O)(=O)N2CCCCCC2)c1)N1CCN(CCO)CC1	0	785	1	i	0.6	i	46	-0.53	-0.081	0.032	0.57	-5%	0.2	0.9	7.1	-0.3	1188	0.92	975
N#Cc1c(NCCO)ccc([N+](=O)[O-])c1NCCO	-10	647	·	i	0.3	i	56	1.2	-0.0053	1.4	-3	·	·	·	·	-0.4	1302	-0.22	977
CC(CN1CCN(Cc2ccccc2)CC1)OC(=O)c1ccco1 (stereo not drawn)	25	675	·	i	0.1	i	8	0.45	-0.78	0.048	-0.53	·	·	·	·	-0.1	1436	0.11	767
CC(=O)c1cc2c(C)cc(=O)oc2cc1O	12	801	1.1	i	0.9	i	30	-0.44	-0.18	-0.38	0.7	3%	2.1	1.5	8.4	-1.1	1202	0	968
CC(C)OCCCNc1nc2c([nH]1)c(=O)n(C)c(=O)n2C	·	·	1	i	3.6	i	36	0.013	-0.2	0.36	0.62	-5%	2.6	2.0	7.7	-1.4	1206	0.19	1177
Cc1ccc(-c2nc3ccccc3[nH]c2=O)cc1	-8	710	·	i	0.2	i	41	-0.41	-0.25	-0.31	0.77	·	·	·	·	2.5	1314	0.16	1118
COc1ccc2[nH]c3c(NCCN4CCCCC4)ncnc3c2c1	·	·	1.1	i	1.3	i	8	-1.1	-0.22	-0.2	1	11%	5.9	3.0	10	-4.1	904	-0.94	715
COc1ccccc1N1CCN(C(=O)CN(c2cc(C)cc(C)c2)S(C)(=O)=O)CC1	·	·	1	i	8.4	i	36	0.17	-0.22	-0.14	1.2	-4%	1.0	1.3	5.3	1.4	1092	-0.02	1167
COc1ccc(-n2c(Cc3cccn3C)nnc2SCC(=O)Nc2ccccc2C)cc1	·	·	1.1	i	3.5	i	66	1.1	-0.0087	0.79	-1	14%	3.7	2.1	7.7	-1.6	1174	0.11	822
CCOC(=O)C(CC)n1cnc2c(cnn2-c2ccc(Cl)cc2)c1=O (stereo not drawn)	·	·	1.1	i	0.7	i	32	2.9	-0.035	2.2	-0.71	-6%	4.2	3.0	8.3	4.8	1334	-0.33	1560
Cn1c(SCC(=O)N2CCN(S(=O)(=O)c3ccccc3)CC2)nc2ccccc21	·	·	1	i	4.3	i	27	0.35	-0.0019	1.2	-0.54	-6%	2.7	2.3	7.4	-2.8	1338	-0.05	1580
Nc1ccc(-n2c(N)c(C(=O)NCc3ccc4c(c3)OCO4)c3nc4ccccc4nc32)cc1	·	·	·	?	·	i	39	-0.42	-0.21	-0.3	0.97	·	4.2	3.0	8.4	·	·	·	·
COc1ccc(/C=C/C(=O)N[C@@H](C)C(=O)O)cc1	3	633	1.1	i	3.6	i	48	0.0019	-0.27	-0.34	-0.22	-6%	2.4	3.6	11	-4.6	536	0.39	1260
Cc1ccc2cccc(OCCOCCOc3ccccc3Br)c2n1	-2	659	1	i	0.5	i	34	-0.8	-0.19	-0.33	1	5%	5.5	2.5	5.2	·	·	0.8	1303
C=CCOC(=O)C1=C[C@H](C2CCCCC2)[C@@H](CCCO)[C@H](OCC)O1	-4	771	1	i	0.5	·	·	0.56	-0.2	0.58	-1.2	17%	2.3	1.3	4.8	-0.5	1167	-0.31	1243
